MCL1-BIM inh: MCL1-BIM-BH3 interaction inhibition (human) | Q07820 | GST-MCL1 / FITC-Bim-BH3 fluorescence polarization | inhibition, % at 10.9 µM | actives 0.68% (n = 320,000) | AID 2057;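 active = inhibition above the mean inhibition of all tested compounds plus 3 SD, set per campaign, cut at about 40% in these data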;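 note: 0% = DMSO wells and 100% = unlabeled Bim-BH3 peptide control; higher means more loss of mP so more displacement of Bim peptide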
GLD-1 TGE inh: GLD-1-TGE RNA interaction inhibition (C. elegans); Q17339; purified GLD-1 + fluorescein TGE RNA, fluorescence polarization; inhibition, % at 5.96 µM; actives 0.44% (n = 320,000); AID 2280;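 active = percent inhibition above a per-plate cutoff, the plate mean of test compounds plus 3 SD, cut at about 30% in these data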;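 note: 0% = DMSO wells with GLD-1 and probe and 100% = wells lacking GLD-1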
CIT2-GFP yeast: yeast TOR pathway CIT2-GFP modulation | GFP response vs DMSO, % at 10 µM | S. cerevisiae CIT2-GFP strain, flow cytometry, 3 h; 100 means same as DMSO wells | actives 0.065% (n = 320,000) | AID 2029;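 active = GFP response relative to DMSO above a set limit, near the screen mean plus 3 SD, cut at about 150% in these data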;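 note: ratio of well median GFP fluorescence to mean of DMSO wells on the plate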
AGP1-GFP MLPCN: modulators of TOR pathway AGP1-GFP in S. cerevisiae | S. cerevisiae AGP1-GFP multiplex flow cytometry, 3 h; GFP as percent of DMSO wells | GFP response vs DMSO, % at 10 µM | actives 0.02% (n = 320,000) | AID 2066;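 active = GFP response relative to DMSO above a set limit, near screen average plus 3 SD, cut at about 150% in these data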;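 note: median GFP channel fluorescence of the gated AGP1 strain per well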
CR mimetic SO: yeast age-related superoxide inhibition as caloric restriction mimetic. S. cerevisiae aged cells, superoxide DHE fluorescence; active compounds read low. superoxide response (% of plate mean), % at 10 µM. actives 0.18% (n = 330,000);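 active = superoxide response under a set limit, about three screen SD below normal, cut at about 65% in these data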;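 note: yeast aged for seven days with compound at 30 °C before DHE staining; 100% = average MFI of all compound-treated wells on the plate with controls excluded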
MEX-5 binding: C. elegans MEX-5 TCR-2 RNA binding activity; MEX-5/FITC-TCR2 RNA binding, fluorescence polarization; active compounds read low; AID 1832; activity score (negative = inhibition of binding), % at 10 µM; actives 0.38% (n = 300,000);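 active = inhibition past about -25% in most replicates, and total fluorescence under double the plate's negative control median, limit read from the data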;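 note: 0% = DMSO and -100% = 5 µM competing unlabeled TCR2 RNA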
BCLXL inh: blocks human Bcl-xL binding to Bim BH3 peptide; GST-Bcl-xL / FITC-Bim BH3 peptide fluorescence polarization; Q07817; inhibition, % at 10.9 µM; actives 0.7% (n = 320,000);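 active = inhibition above the mean of all tested compounds plus 3 SD, cutoff set per campaign, cut at about 30% in these data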;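 note: 0% = DMSO wells and 100% = unlabeled Bim-BH3 peptide competitor; inhibitors lower millipolarization by displacing the labeled peptide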
Target sequence (Q07817 whole entry, looked up): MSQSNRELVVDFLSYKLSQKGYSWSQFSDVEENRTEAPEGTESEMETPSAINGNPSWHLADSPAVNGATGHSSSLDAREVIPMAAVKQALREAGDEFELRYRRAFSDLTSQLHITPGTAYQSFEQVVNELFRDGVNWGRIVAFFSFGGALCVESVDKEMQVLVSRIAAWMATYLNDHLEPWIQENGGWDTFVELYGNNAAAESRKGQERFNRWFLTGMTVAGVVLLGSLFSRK
GRK2 inh: inhibitors of human GRK2 displacing RNA aptamer; bead flow cytometry, FAM-aptamer displacement from GRK2; inhibition of aptamer binding, % at 10 µM; actives 0.59% (n = 330,000);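 active = inhibition of aptamer binding above 40%, roughly 3 SD of noise, on plates passing a quality check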;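 note: median bead fluorescence of bound FAM aptamer so fluorescent compounds give negative values; no value below 0 was filed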
Target sequence (P25098 whole entry, looked up): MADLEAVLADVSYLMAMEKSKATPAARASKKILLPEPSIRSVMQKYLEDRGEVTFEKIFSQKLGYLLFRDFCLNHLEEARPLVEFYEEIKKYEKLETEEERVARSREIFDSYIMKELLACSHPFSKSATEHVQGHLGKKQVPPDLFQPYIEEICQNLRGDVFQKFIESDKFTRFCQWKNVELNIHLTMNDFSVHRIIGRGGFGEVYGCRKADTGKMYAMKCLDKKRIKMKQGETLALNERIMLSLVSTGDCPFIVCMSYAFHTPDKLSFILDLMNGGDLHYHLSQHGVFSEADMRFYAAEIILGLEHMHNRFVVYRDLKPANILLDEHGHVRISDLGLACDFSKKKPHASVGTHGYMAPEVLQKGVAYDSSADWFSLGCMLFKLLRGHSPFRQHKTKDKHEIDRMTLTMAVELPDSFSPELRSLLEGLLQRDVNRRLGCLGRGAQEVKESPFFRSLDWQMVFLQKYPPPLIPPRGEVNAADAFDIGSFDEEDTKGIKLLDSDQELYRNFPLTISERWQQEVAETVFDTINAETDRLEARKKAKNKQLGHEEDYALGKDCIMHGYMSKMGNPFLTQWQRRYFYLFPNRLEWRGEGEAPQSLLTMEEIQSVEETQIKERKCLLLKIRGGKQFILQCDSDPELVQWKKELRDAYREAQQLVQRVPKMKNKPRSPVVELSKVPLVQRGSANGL
VLA-4 inh: inhibition in a human VLA-4 binding assay; inhibition, % (about 7 µM as worked out from the volumes in the protocol); VLA-4 expressing cells, ligand binding flow cytometry; P13612; actives 0.2% (n = 330,000); in the data active = inhibition above about 50%
* = called active by the depositor; . = no result given; & = joins results of further samples.

SMILES	MCL1-BIM inh	GLD-1 TGE inh	CIT2-GFP yeast	AGP1-GFP MLPCN	CR mimetic SO	MEX-5 binding	BCLXL inh	GRK2 inh	VLA-4 inh
Cc1ccc(S(=O)(=O)CCC(=O)N2CCN(c3ccc(Cl)cc3)CC2)cc1	4	7	86	93	96	1.9	6	3	13
COCCN(C(=O)CSc1nc2ccc(C)cc2[nH]1)c1c(N)n(Cc2ccccc2)c(=O)[nH]c1=O	-15	5	103	98	100	2.5	-8	5	7
CC(C)C(=O)NC(=S)Nc1c(Cl)ccc2nsnc12	7	1	102	107	109	1.4	8	2	3
O=C(NCCN1CCOCC1)c1ccc(Cl)c([N+](=O)[O-])c1	7	-3	94	96	112	1.8	5	0	4
CN(C(=O)C1CCOC1)c1nnc(-c2ccncc2)s1 (stereo not given)	-4	-4	102	98	111	-2.1	3	0	-16
N#Cc1cn(CC(=O)NCC2CCCO2)c2ccccc12 (stereo not given)	-1	2	106	109	92	1.3	3	2	12
OCCC1CN(Cc2nc3ccccc3[nH]2)CCN1C1CCCC1 (stereo not given)	0	4	99	100	89	-0.2	2	0	3
Cc1cc2cc(CNC(=O)c3cc4ccccc4o3)ccc2n1C	32	39*	96	103	111	-1.7	31*	87*	-11
Cc1ccc(Nc2ncnc3c2cnn3C)c(C)c1	3	0	102	104	99	-0.9	2	0	0
O=C(CSc1nnc(CNC(=O)c2ccco2)o1)Nc1nc2ccccc2s1	13	-4	107	106	100	-8.8	7	3	0
Cc1ccc(C(=O)CCNc2ccccc2)o1	12	4	97	100	87	3.1	8	0	3
COc1cc(OC)cc(C(=O)NC2CCN(CCCOc3ccccc3)CC2)c1	6	1	101	98	99	0.3	9	0	1
Cc1ccc(-c2cc(-c3ccccc3)no2)c(O)c1	7	2	93	102	83	2.0	4	0	-11
CCOc1ccc2cc(C(=O)NCc3ccccc3)c(=N)oc2c1	3	1	92	100	119	-4.6	0	0	31
Cc1cc(F)ccc1S(=O)(=O)N1CCCOC1CNC(=O)C(=O)NCCN1CCOCC1 (stereo not given)	-4	4	88	90	109	2.6	2	0	5

Four records drawn at random from the list so far:
SMILES	MCL1-BIM inh	GLD-1 TGE inh	CIT2-GFP yeast	AGP1-GFP MLPCN	CR mimetic SO	MEX-5 binding	BCLXL inh	GRK2 inh	VLA-4 inh
CN(C(=O)C1CCOC1)c1nnc(-c2ccncc2)s1 (stereo not given)	-4	-4	102	98	111	-2.1	3	0	-16
CCOc1ccc2cc(C(=O)NCc3ccccc3)c(=N)oc2c1	3	1	92	100	119	-4.6	0	0	31
Cc1ccc(Nc2ncnc3c2cnn3C)c(C)c1	3	0	102	104	99	-0.9	2	0	0
Cc1ccc(S(=O)(=O)CCC(=O)N2CCN(c3ccc(Cl)cc3)CC2)cc1	4	7	86	93	96	1.9	6	3	13

Next entries follow.
SMILES	MCL1-BIM inh	GLD-1 TGE inh	CIT2-GFP yeast	AGP1-GFP MLPCN	CR mimetic SO	MEX-5 binding	BCLXL inh	GRK2 inh	VLA-4 inh
COC(=O)C1=C(N)OC2=C(C(=O)CC(C)(C)C2)C1c1cc2c(cc1Cl)OCO2 (stereo not given)	0	3	101	95	91	-0.3	5	0	-5
O=C(Nc1ccc(Cl)cc1)c1nc[nH]c1C(=O)NCCCNC(=O)c1[nH]cnc1C(=O)Nc1ccc(Cl)cc1	.	2	103	104	96	.	.	0	-34
COc1ccccc1CNC(=O)C1CCN(S(=O)(=O)c2ccc3c(c2)C(C)(C)C(=O)N3C)CC1	2	3	104	100	102	-0.6	4	3	44
Cc1cc2c([nH]c3ccccc32)c2c1OC(C)(C)C=C2	2	-9	101	98	121	0.6	2	0	-45
CCOC(=O)c1ccc(CC2SC(N)=NC2=O)cc1 (stereo not given)	-3	-11	99	90	89	0.3	5	0	6
COc1ccccc1C(=O)N/C(=C\c1cn(S(=O)(=O)N(C)C)c2ccccc12)C(=O)N1CCOCC1	6	4	101	98	107	0.2	5	1	27
Nc1ccc(Cl)c(S(=O)(=O)Nc2cccc(Cl)c2)c1	-6	3	85	92	123	1.7	-5	1	9
O=C(O)c1ccccc1NS(=O)(=O)c1cccc(-n2sc3ccccc3c2=O)c1	56*	10	93	100	88	-50*	23	4	11
CCOc1cccc2sc(N(CCCN(C)C)C(=O)Cc3ccccc3)nc12	4	0	103	102	94	0.5	9	0	-1
CN(c1ccccc1)S(=O)(=O)c1ccc(NC(=O)C2CC2)cc1	5	2	97	99	103	2.1	6	0	-4
CC(=O)C[C@@H](O)CC(=O)[C@@H]1OC(=O)CCCCCCCCc2ccccc21	.	8	85	86	90	.	.	0	17
CO/N=C(\Cn1ncc(N2CCOCC2)c(Br)c1=O)c1ccc(Cl)cc1	-9	8	104	102	102	0.5	5	4	-5
Cn1c2c(c(=O)n(C)c1=O)C(C(F)(F)F)(C(F)(F)F)N=C(c1ccc(Cl)cc1)N2	7	8	97	97	100	1.3	3	1	1
Cc1cc2c(c(=O)n1CC1CCCO1)C(c1ccco1)C(C#N)=C(N)O2 (stereo not given)	0	1	98	103	115	-0.6	2	2	13
CC(=O)/C=C\c1cn(-c2ncc(C(F)(F)F)cc2Cl)c2ccccc12	6	7	90	96	105	-0.2	3	4	11
CCOc1ccc(C(CC(=O)O)NC(=O)C23CC4CC(CC(C4)C2)C3)cc1 (stereo not given)	10	6	.	98	117	1.2	8	3	-7
CCn1cc(CN2CCC(n3nccc3NC(=O)CCc3ccccc3)CC2)cn1	10	7	107	92	87	3.7	4	0	-1
N#C/C(C(=O)c1ccccc1)=C1/CCCCCN1	2	-8	96	101	103	-0.8	-1	1	-1
COc1ccc(N(CC(=O)NCCSc2ccccc2)S(C)(=O)=O)cc1	0	-5	102	112	103	-4.3	0	2	3
O=C(CCC(=O)N/N=C/c1ccc(Br)o1)N/N=C/c1ccc(Br)o1	12	1	101	103	88	-0.8	4	13	4
COc1ccccc1N1CCN(C(=O)Nc2ccc(F)c(Cl)c2)CC1	0	12	102	98	89	0.6	6	3	2
Cn1cc(CCC(=O)NCCCc2ccccc2)c2ccccc21	-13	-8	101	102	97	-2.4	-5	0	16
Cc1cnc(C(=O)OC(C(=O)c2c[nH]c3ccccc23)c2ccccc2)cn1 (stereo not given)	2	1	95	107	109	3.8	4	4	14
CCOC(=O)c1ccc(NC=C2C(=O)OC3(CCCCC3)OC2=O)cc1	4	-1	102	103	104	3.0	8	0	15
C[N+]1(C2CCC3CCCC2C3O)CCCCC1 (stereo not given)	-11	1	102	102	93	4.4	-6	2	13
CC(C)NC(=O)C(C)Oc1ccc(S(=O)(=O)NCc2ccc3c(c2)OCO3)cc1 (stereo not given)	13	-1	103	101	98	-5.1	9	0	11
CCOC(=O)Cc1nnn(CC(=O)OCC)n1	3	-1	91	86	100	1.0	6	.	6
CCOc1ccc(/C=C2\SC(=S)N(N3C(=O)C4CC4C3=O)C2=O)cc1 (stereo not given)	6	3	106	93	89	-1.9	10	0	3
Cc1nc2scc(C)n2c(=O)c1S(=O)(=O)NC(C)c1ccccc1 (stereo not given)	-2	-1	102	99	115	-1.2	7	1	-1
O=C(N/N=C/c1cc2c(cc1Cl)OCO2)c1cccc(Br)c1	2	-2	111	101	110	0.0	2	4	2
CCOc1ccccc1/C=N/NC(=O)CNC(=O)c1ccc(S(=O)(=O)N2CCOCC2)cc1	6	3	111	96	101	0.8	6	0	4
C/C=C/C=C/C(=O)O	8	-3	79	88	110	.	4	0	6
C=CCNc1nc(N)c([N+](=O)[O-])c(NCc2ccccc2)n1	-2	-5	104	104	104	-0.7	4	1	2
COc1cc(/C=C2\SC(=N)N(c3ccc(F)cc3)C2=O)ccc1O	-6	-72	127	120	115	2.1	-1	1	-8
CCCCOCCCNC(=O)C1CCCCC1	6	1	.	93	100	.	6	0	10
O=C(Nc1ccc(F)cc1)N(Cc1cccs1)Cc1cc2cc3c(cc2[nH]c1=O)OCO3	2	-2	106	99	117	0.9	-2	3	20
CCOC(=O)c1ccc(-n2c(=O)[nH]c3ccccc3c2=O)cc1	4	10	105	107	79	1.4	6	0	5
Cc1cc(C)c(C#N)c(Oc2ccc(F)cc2)n1	3	-2	92	94	105	-2.2	8	0	-5
COc1cc(/C=N/NC(=O)c2cccnc2)ccc1OC(=O)c1ccc([N+](=O)[O-])cc1	-1	4	108	125	96	-1.0	-1	0	0
Cc1cc(OCC(=O)NC2CCN(Cc3ccccc3)CC2)c2c(C)cc(=O)oc2c1	7	5	90	90	102	1.3	5	0	-2
NC(=O)c1ccc(NC(=O)CN2CCOCC2)cc1	1	-6	107	103	102	-0.7	2	0	0
CCCOC(c1ccccc1)(c1ccccc1)C(Oc1nc(C)cc(C)n1)C(=O)O (stereo not given)	29	4	93	97	99	0.4	13	1	0
C[c-]1[c-](C)[c-](C)[c-](C)[c-]1C.[Fe].c1cc2nccc(N3CCCC3)[c-]2c1 (stereo not given)	20&27	20&18	105&104	106&96	122&120	-5.5	18&20	33&11	2&2
COC(C(=O)N/N=C(\C)c1ccc(O)cc1)c1ccccc1 (stereo not given)	-6	8	102	105	100	-3.4	3	3	17
CC(=O)Oc1ccc(NC(=O)C2CCCCC2)c(C(=O)O)c1	-2	3	91	107	96	0.4	8	1	5
Cc1ccc(NC(=S)c2ccncc2)c(C)c1	6	2	94	91	114	1.7	6	0	9
CC1=NN(c2cccc(Cl)c2)C(=O)C1	2	7	87	98	83	2.0	5	0	6
Cc1ccc(-n2nc(-c3ccccc3)cc2Nc2ccccc2N)cc1	-9	3	93	93	100	1.0	0	3	-8
Cc1cc(=O)n2nc(N3CCCC(C(=O)NCCC4=CCCCC4)C3)sc2n1 (stereo not given)	11	-9	101	101	112	0.4	6	2	-12
CC(OC(=O)C1CCC1)C(=O)Nc1cc(Cl)cc(Cl)c1 (stereo not given)	-10	2	89	91	107	0.3	0	4	-8
CCOc1ccc(NC(=O)COC(=O)c2ccc3c(c2)OCCO3)cc1	-1	2	99	95	100	.	1	0	30
Cn1ncc(C#N)c1/N=C/N(Cc1ccccc1)Cc1ccccc1	-4	5	90	97	94	4.7	1	0	3
O=C(Nc1ccc(Cl)c([N+](=O)[O-])c1)c1ccncc1	-5	4	92	98	107	1.7	-1	1	-5
N#CCCn1cc(/C=C(\C#N)c2nc3ccccc3s2)c(-c2ccc(F)cc2)n1	-6	-9	85	92	122	-13	-1	2	-16
CC(C)(C)c1ccc(OCCCC(=O)NNC(=O)c2ccccc2O)cc1	8	0	100	107	107	-1.0	4	1	-1
Cc1c(C(=O)O)oc2c1ccc1ccccc12	-4	-5	79	98	122	-0.6	5	4	7
COc1ccc(CCC(=O)N2CCCC(Nc3ccc(C)c(C)c3)C2)cc1OC (stereo not given)	-1	-3	99	104	95	-0.4	4	6	14
O=S1(=O)CCOC[C@H](CC2CCCCC2)N1Cc1ccc(Cl)cc1	-2	9	71	79	100	3.5	-1	3	4
O=C1C2CC=CCC2C(=O)N1c1ccc(NCCc2cccc(F)c2)c([N+](=O)[O-])c1 (stereo not given)	-3	4	102	102	110	-1.9	-3	0	13
O=C(Nc1ccccc1)N1C(=O)C2(OCCO2)c2ccccc21	-3	1	85	89	101	0.7	2	3	6
CCOc1cc(N2CCOCC2)c(OCC)cc1NC(=O)c1ccc(OCc2c(C)noc2C)c(OC)c1	-3	8	98	96	111	-1.2	-1	2	5
O=C(Nc1nnc(C2CC2)s1)c1cccc(S(=O)(=O)N2CCc3ccccc32)c1	-2	-2	97	101	91	0.6	6	8	-12

Source: PubChem BioAssay
